# High-throughput results from PubChem.
# TbREL1 inh = TbREL1 RNA ligase inhibitors, primary screen, biochemical, FRET fluorescence; hit rate 0.49% among 89,000; RNA-editing ligase 1, mitochondrial (Trypanosoma brucei brucei), P86926; TbREL1 RNA ligation; inhibition, % at 9.66 µM;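 active = inhibition above the mean inhibition across all screened compounds plus 3 SD, cut at about 11% in these data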;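 also: 0% = plate median of test wells and 100% = NSC42067 control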
# Target sequence (P86926 whole entry, looked up): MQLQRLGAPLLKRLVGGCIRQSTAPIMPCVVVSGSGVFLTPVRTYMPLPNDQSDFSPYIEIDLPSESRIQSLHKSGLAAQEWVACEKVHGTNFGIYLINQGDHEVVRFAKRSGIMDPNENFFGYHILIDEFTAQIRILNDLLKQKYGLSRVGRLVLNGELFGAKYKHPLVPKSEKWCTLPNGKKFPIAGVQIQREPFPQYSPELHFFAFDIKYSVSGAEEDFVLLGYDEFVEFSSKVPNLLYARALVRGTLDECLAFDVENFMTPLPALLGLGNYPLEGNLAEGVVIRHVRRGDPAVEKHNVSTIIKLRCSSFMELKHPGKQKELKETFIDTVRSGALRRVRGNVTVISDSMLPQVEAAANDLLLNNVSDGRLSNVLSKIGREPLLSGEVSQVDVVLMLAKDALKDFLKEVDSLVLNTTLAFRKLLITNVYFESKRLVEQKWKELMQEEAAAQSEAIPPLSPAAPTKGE
# * marks the source's active call; other numbers are inactive results.
canonical_smiles | TbREL1 inh
CCOC(=O)c1ccc(NC(=S)NCCCN2CCN(C3CCCCC3)CC2)cc1 | -2.4
O=C(Nc1ccc2c(c1)OCO2)c1ccc(S(=O)(=O)N2CCCC2)cc1 | 2.5
CC(=O)Nc1ccc(NC(=O)CSC2=NS(=O)(=O)c3cc(F)ccc3N2)cc1 | -2.0
CCc1ccccc1N(C(=O)c1snc(C(N)=O)c1N)C(C(=O)NCC1CCCO1)c1ccc(OC)c(OC)c1 (stereo not given) | -0.3
CC(C)(C)OC(=O)N1CCCC1C(=O)N1CCc2ccccc21 (stereo not given) | 1.0
COc1ccc(/C=N/NC(=O)CNC(=O)c2ccc3c(c2)OCCO3)c(C(=O)O)c1OC | 0.7
COc1ccc(C(=O)NCC(c2cccs2)N2CCc3ccccc32)c(OC)c1 (stereo not given) | -7.4
Cc1ccc(C2N(c3cccc(Cl)c3)C(=O)C3CCCN32)o1 (stereo not given) | 6.4
O=C1[C@H]2[C@H](C=CC[C@H]2C(=O)N2CCOCC2)CCN1Cc1ccc(Cl)c(Cl)c1 | -1.2
Cc1cc(C)n2nc(C(=O)OCC(=O)Nc3ccc4c(c3)OCCO4)nc2n1 | 2.3
Cc1cccc(/C=N/NC(=O)c2cccc(Cl)c2)n1 | 8.9
CCCCCC(=O)N1C[C@H](n2cc(C3CC3)nn2)[C@@H](O)C[C@@H]1c1ccc(C)cc1 | -1.7

# Remaining list, next part:
canonical_smiles | TbREL1 inh
O=C(O)c1cnn2c(C(F)F)cc(C(F)F)nc12 | -1.5
COc1cc(C2=NOC(C(=O)N3CCN(c4ccc(F)cc4)CC3)C2)cc(OC)c1OC (stereo not given) | -2.8
O=C(Nc1cccc(OCC(=O)N2CCOCC2)c1)c1ccc(C(F)(F)F)cc1 | -1.5
Cc1ccc(S(=O)(=O)N2CCOCC2)cc1NC(=O)COC(=O)COc1cccc2c1OC(C)(C)C2 | 0.8
C[C@H]1CN([C@@H](C)CO)C(=O)CCCn2nncc2CO[C@@H]1CN(C)Cc1ccc(Cl)c(Cl)c1 | -1.6
O=C(CN(Cc1ccccc1)C(=O)CCC(=O)Nc1ccccn1)NCCc1ccccc1 | -2.3
O=C(CC1S/C(=N/N=C/c2cccs2)NC1=O)Nc1ccccc1F (stereo not given) | 0.4
Cn1c(=O)[nH]c(=O)c2c1nc(NC1CCCC1)n2Cc1ccccc1 | -3.8
COCCSc1nnc(-c2cccnc2)n1Cc1ccccc1 | -2.0
CCc1ccc(N(CC(=O)NCc2ccc3c(c2)OCO3)C(=O)c2csnn2)cc1 | -3.8
CCOC(=O)/C=C1\NC(=O)C(C)S1 (stereo not given) | 0.5
CN(Cc1ccccc1)CC(O)COc1ccc(CNCCc2cccnc2)cc1 (stereo not given) | 6.3

# Continuation.
canonical_smiles | TbREL1 inh
Cc1cc(C)n(CCOc2ccc(Cl)cc2Cl)n1 | -1.2
COc1cc(C)c(Cl)c(C)c1S(=O)(=O)NCc1ccc2c(c1)OCO2 | -1.3
COc1ccc(OC)c(S(=O)(=O)N2C(C)CCCC2C)c1 (stereo not given) | 1.5
COc1cccc(NC(=O)CN(C)CC(=O)NCC(=O)Nc2ccc(F)cc2)c1 | 0.4
COc1ccc(N2CCN(C(=O)COC(=O)CNC(=O)c3ccc(C)cc3)CC2)cc1 | -8.3
COc1ccc2ccccc2c1CNC(=O)CC1C(=O)NCCN1CC(C)(C)C (stereo not given) | -2.4
CCn1ncc(C(=O)Nc2cccc(Cl)c2)c1C | 2.6
O=C(NC1CC1)C1CCN(c2ncccn2)CC1 | 3.9
CN(Cc1ccco1)C(=O)C1CCC(=O)N1Cc1ccc(F)cc1 (stereo not given) | 0.1
COc1cccc(-c2nnc(NC(=O)c3ccc(S(=O)(=O)N4CC(C)OC(C)C4)cc3)o2)c1 (stereo not given) | -2.3
COCOCCn1cc(CN2CCS(=O)(=O)N(Cc3ccc(-c4ccc(C)cc4)cc3)C(C)C2=O)nn1 (stereo not given) | 0.5
Cn1c(=O)c2c(nc(CN3CCN(c4ccccc4)CC3)n2CCc2ccccc2)n(C)c1=O | -1.0

# Next part
canonical_smiles | TbREL1 inh
Cc1csc(NC(=O)CN2C(=O)COc3ccc(Cl)cc32)n1 | 0.8
CS(=O)(=O)c1cnc2c(-c3ccc(F)cc3)cnn2c1N | -2.9
CCCCSc1nc(C)c(CC(=O)OC)c(=O)[nH]1 | 0.1
CC(C)(C)c1ccc(S(=O)(=O)NCC(=O)N2CCN(c3ncccn3)CC2)cc1 | 0.5
CCCCC(=O)Nc1ccc(C(=O)Nc2ccc(S(=O)(=O)Nc3ccc(C)cc3)cc2)cc1 | -0.3
C[C@@]12C(=O)Nc3ccc(F)cc3C(=O)N1[C@H]1c3cc(Cl)ccc3OC[C@@H]1[C@@H]2c1ccccc1 | 1.9
Fc1ccc(NCc2nnc3n2CCCCC3)cc1 | -6.4
CC1CN(C(=O)COc2coc(CN3CCc4ccccc4C3)cc2=O)CC(C)O1 (stereo not given) | 0.9
COc1cccc(-c2nn(C)c3sc(C(=O)NCc4ccccn4)cc23)c1 | -2.4
Cc1ccsc1/C=C1/SC(=O)N(CC(=O)N2CCOCC2)C1=O | 0.3
COc1ccc(C2C(C(=O)N3CCOCC3)CCC(=O)N2c2cc(OC)c(OC)c(OC)c2)cc1 (stereo not given) | 1.3
O=C(c1cccs1)c1ccc(-c2cccs2)s1 | 4.6

# Further structures
canonical_smiles | TbREL1 inh
CC(C)(C)S(=O)(=O)N1C[C@H]2CC(=O)C=C2[C@@H]1CCO | -0.9
CCn1nc(C(=O)OCc2c(C)noc2C)c2ccccc2c1=O | 0.5
O=C(CCNC(=O)c1ccco1)Nc1ccc(Cl)c(C(F)(F)F)c1 | -0.7
COc1ccc(CCNC(=O)c2ccccc2OCc2c(C)noc2C)cc1 | 2.4
NC(=O)c1c(N)[nH]c(C(=O)c2ccccc2)c1-c1ccccc1C(F)(F)F | -1.6
Cc1ccc(-n2[nH]c(C)c(/C=N/NC(=O)c3ccc([N+](=O)[O-])cc3)c2=O)c(C)c1 | 1.7
O=C(CNC(=S)N(CCCN1CCOCC1)Cc1cccs1)NC1CC1 | -1.5
CCc1ccc(C=NC23CN4CN(CN(C4)C2)C3)s1 | 0.9
CC(C)S(=O)(=O)N1CCN(c2ccnc3cc(Cl)ccc23)CC1 | 0.3
CC1CCc2cc(F)ccc2N1C(=O)C1(C)CC1(Cl)Cl (stereo not given) | -1.3
O=c1cc(CN2CCN(c3ccccc3F)CC2)c2cc3c(cc2o1)CCCC3 | 2.0
O=C(Cn1[nH]c(=O)c2ccccc2c1=O)OCC(=O)c1ccccc1 | 4.0

# The listing continues:
canonical_smiles | TbREL1 inh
C=C(C)C(=O)Oc1ccc(N2C(=O)CCC2=O)cc1 | 0.8
CCOC(=O)C1(Cc2cccc(OC)c2)CCCN(C(=O)CCc2cccnc2)C1 (stereo not given) | -2.9
Cn1cnc2c1c(=O)n(Cc1ccc(F)cc1Cl)c(=O)n2C | 2.7
O=C(CN(c1ccc2c(c1)OCCO2)S(=O)(=O)c1ccccc1)NCc1ccc(Cl)cc1 | -0.4
Cc1nn(C(C)(C)C)c(OC(=O)c2ccco2)c1Sc1ccccc1 | 3.8
COC(=O)CC1=C(C(=O)OC)C(c2ccc3c(c2Cl)OCO3)C(C#N)=C(N)O1 (stereo not given) | -1.9
O=C(NNc1nc2c(F)cc(F)cc2s1)C1COc2ccccc2O1 (stereo not given) | -2.4
O=C(Nc1ccc(F)cc1)C(c1ccnc2ccccc12)N1CCN(CC(=O)N2CCCC2)CC1 (stereo not given) | 2.7
Cn1nnnc1SCC(=O)NC1CCCCC1 | -1.0
CCOC(=O)CNC(=O)N(C)[C@H]1C[C@H]2c3[nH]c4c(-c5ccc6c(c5)OCO6)cccc4c3CCN2C(=O)[C@H]1[C@H](C)O | -2.1
CCN(C[C@H]1N[C@@](Cc2ccccc2)(C(=O)OC)[C@H]2C(=O)N(C)C(=O)[C@@H]12)S(=O)(=O)c1ccc(-c2ccccc2)cc1 | 5.0
Cc1ccc(C)c(NC(=O)COC(=O)c2cccc(S(=O)(=O)N3CCCCC3)c2)c1 | 0.6

# Next records follow:
canonical_smiles | TbREL1 inh
CSc1nncn1/N=C/c1ccccc1F | 5.1
CC(OC(=O)c1cc(O)c2ccccc2c1O)C(=O)Nc1ccc(C(N)=O)cc1 (stereo not given) | 4.0
COc1ccc(NC(=O)Nc2cnccn2)cc1OC | 1.3
Cc1ccc2nc(NC(=O)c3cccc(-c4cc5ccccc5oc4=O)c3)sc2c1 | -0.8
O=C(Nc1ccc(F)cc1)c1cccnc1NCCc1ccccc1 | 2.0
Nn1c(Cc2cccc3ccccc23)nnc1SCCOc1ccc(Br)cc1 | 1.6
COc1cccc(CN(C)C(=O)c2cc(COc3ccc4ncccc4c3)on2)c1 | -2.1
CCOCCc1nnc(NC(=O)CCS(=O)(=O)c2ccccc2)s1 | 0.2
C=CCn1c(N)cc(=O)nc1SCC(=O)NC(C)c1ccccc1 (stereo not given) | 1.1
CCOc1ncccc1C(=O)Nc1ccc2c(c1)OCCCO2 | -1.4
COc1cccc2c1C(CCCC(=O)O)CCC2 (stereo not given) | -1.9
Nn1c(SCC(=O)N2CCOCC2)nnc1-c1cc(-c2ccc(Cl)cc2)n[nH]1 | -2.7

# Next section
canonical_smiles | TbREL1 inh
CN(C(=O)CSc1ncnc2ccccc12)C1CCCCC1 | -0.5
CCN(CC)CCNc1nc2nonc2nc1NCCN(CC)CC | 3.9
Cc1ccc(S(=O)(=O)NCCNC(=O)c2nonc2N)cc1 | -0.6
CC(=O)Oc1ccc(-c2cccc(C(=O)Oc3ccccc3)c2)cc1 | -0.2
N#Cc1cccc(C(=O)OCC(=O)N2CCCc3ccccc32)c1 | 5.8
COC(=O)c1ccc(Oc2nc(Nc3ccccc3)nc(N(C)C)n2)cc1 | -1.4
O=C(CN1CCCCCC1=O)OCc1ncc(-c2ccccc2)o1 | 1.5
CCc1nc2ccc(C(=O)Nc3ccc(OC)c(OC)c3)cn2c1N(C)Cc1nccs1 | -2.5
COc1cccc(CNS(=O)(=O)c2cc3c4c(c2)CCC(=O)N4CCC3)c1 | 3.1
O=S(=O)(c1ccccc1)c1nc(-c2ccc(Cl)cc2)oc1NCCCN1CCOCC1 | -1.9
O=C(CNS(=O)(=O)c1ccc(Cl)cc1)NC1CCCCC1 | 0.7
C=CCn1c(CSc2nc3ccccc3s2)nnc1SCC(=O)OCC | 1.4

# Reprinted from the part before: 2 entries, then new ones.
canonical_smiles | TbREL1 inh
O=C(CNS(=O)(=O)c1ccc(Cl)cc1)NC1CCCCC1 | 0.7
C=CCn1c(CSc2nc3ccccc3s2)nnc1SCC(=O)OCC | 1.4
NNC(=O)c1cc2cc(OC(F)(F)F)ccc2[nH]1 | 5.6
C=C1CCN([C@@H](CC(C)C)C(=O)NCCC(C)C)S(=O)(=O)c2ccccc21 | -1.5
COC(=O)c1ccc(-c2noc(CN(Cc3nccn3C)C(C)C)n2)cc1 | -0.1
CCCn1nc(C(=O)NCC2COc3ccccc3O2)c2ccccc2c1=O (stereo not given) | -1.9
N#C/C(=C\c1cccnc1)C(=O)Nc1cccc(Cl)c1 | -0.4
Nn1c(SCC(=O)Nc2ccc(Br)cn2)nnc1-c1n[nH]c2c1CCC2 | 0.8
COc1cccc2cc(C(=O)N3CCC(C)CC3)c(=O)oc12 | -1.1
O=C(Nc1c(C(=O)N2CCOCC2)cnn1-c1ccccc1Cl)c1ccco1 | 0.1
CC1(c2ccc(Cl)cc2)NC(=O)N(CC(=O)Nc2ccc(F)cc2)C1=O (stereo not given) | -2.4
COC(C[C@H]1O[C@@H]1[C@@H](O)COCc1ccccc1)OC | 5.8
CS(=O)(=O)c1ccc2nc(NC(=O)Nc3ccc(Cl)cc3)sc2c1 | -1.4
COc1ccccc1/C=C/C(=O)OCC(=O)NCc1ccc2c(c1)OCO2 | 4.5

# 5 structures from above, arranged by formula weight, descending:
canonical_smiles | TbREL1 inh
Nn1c(SCC(=O)Nc2ccc(Br)cn2)nnc1-c1n[nH]c2c1CCC2 | 0.8
CC1(c2ccc(Cl)cc2)NC(=O)N(CC(=O)Nc2ccc(F)cc2)C1=O (stereo not given) | -2.4
COC(=O)c1ccc(-c2noc(CN(Cc3nccn3C)C(C)C)n2)cc1 | -0.1
COc1cccc2cc(C(=O)N3CCC(C)CC3)c(=O)oc12 | -1.1
N#C/C(=C\c1cccnc1)C(=O)Nc1cccc(Cl)c1 | -0.4

# (more compounds)
canonical_smiles | TbREL1 inh
S=c1[nH]c(-c2ccccc2)cn1/N=C/c1cccs1 | -4.8
CN(CC(=O)Nc1c(Cl)cccc1Cl)C(=O)CCC(=O)c1ccccc1 | 2.7
Cn1c(SCC(=O)Nc2ccc(F)cc2)nc2c([nH]c3ccccc32)c1=O | 1.7
COc1ccc(NS(=O)(=O)c2ccc(NC(=O)C3CC3)cc2)cc1 | 1.1
Cc1ccc(Oc2ncc(-c3ccc(Cl)cc3)cn2)cc1 | -0.3
O=C(O)c1cc([N+](=O)[O-])cc2ccccc12 | 1.7
CN(C(=O)COC(=O)Cc1c[nH]c2ccccc12)c1c(N)n(Cc2ccccc2)c(=O)[nH]c1=O | -5.0
O=C(CCCn1c(=S)[nH]c2cc3c(cc2c1=O)OCO3)N1CCN(c2ccc(Cl)cc2)CC1 | -4.2
O=C(c1ccccc1)c1cc([N+](=O)[O-])ccc1N1CCOCC1 | 6.2
COc1ccc(CNC(=O)c2ccccc2NS(C)(=O)=O)cc1 | -1.1
O=C(Nc1ccccc1Br)c1ccccc1-c1ccccc1 | 0.5
COc1ccc(OC)c(-n2c(SCC(C)=O)nnc2-c2cccc(S(=O)(=O)N(C)C)c2)c1 | -3.7

# (next part)
canonical_smiles | TbREL1 inh
C=CCNS(=O)(=O)c1nc(C)c(Cl)c(C)c1C#N | 2.3
O=C(C1CC(=O)N(c2ccc(Cl)cc2)C1)N1CCOCC1 (stereo not given) | 2.7
CC(C)c1ccccc1NC(=S)NC(=O)C1CCCCC1 | -4.8
COc1ccc(OCc2cc(C(=O)N3CCC(c4ccccc4)CC3)no2)c(Cl)c1 | 7.9
CCCc1nn2c(=O)c(C(c3cccc(Cl)c3)c3c(O)nc4sc(CCC)nn4c3=O)c(O)nc2s1 | 2.1
O=C(O)C1C2CCC(C2)C1C(=O)Nc1cc(F)ccc1F (stereo not given) | 2.9

# This is a subset; count on the stated rates, not on these rows.
